PLK1 PBD inh: qHTS for Inhibitors of PLK1-PDB (polo-like kinase 1 - polo-box domain): Primary Screen. Plk1 PBD binding of FITC phosphopeptide, fluorescence polarization. Potency, µM, without a hit: max response, negative = inhibition, usual class: inhibitors. hit rate 2.8% among 360,000; further: potency means the concentration at half of the fitted maximal effect; series mostly up to about 57 µM; on the % scale 0 is the no-effect control and ±100 the full control effect; nearly all actives have a fitted effect of over 65% in size
Target sequence (P53350 whole entry, looked up, the tested form may be a part): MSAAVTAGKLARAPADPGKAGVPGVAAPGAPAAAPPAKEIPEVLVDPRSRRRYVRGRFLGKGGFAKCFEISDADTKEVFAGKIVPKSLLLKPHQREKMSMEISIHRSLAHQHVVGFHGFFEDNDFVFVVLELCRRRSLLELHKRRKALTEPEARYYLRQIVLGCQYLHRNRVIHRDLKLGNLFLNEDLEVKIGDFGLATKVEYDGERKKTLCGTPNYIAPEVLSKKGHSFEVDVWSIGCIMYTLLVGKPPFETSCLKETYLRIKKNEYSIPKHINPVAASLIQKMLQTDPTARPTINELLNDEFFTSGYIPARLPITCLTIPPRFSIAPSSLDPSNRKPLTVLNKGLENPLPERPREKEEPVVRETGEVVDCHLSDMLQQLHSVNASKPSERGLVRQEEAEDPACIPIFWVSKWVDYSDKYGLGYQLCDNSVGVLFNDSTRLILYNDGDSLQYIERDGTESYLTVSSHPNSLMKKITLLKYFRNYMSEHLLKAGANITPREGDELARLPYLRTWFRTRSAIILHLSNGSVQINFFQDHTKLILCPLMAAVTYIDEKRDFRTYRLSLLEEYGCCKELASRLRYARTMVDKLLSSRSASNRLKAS
PI5P4Ka inh: qHTS for Inhibitors of phosphatidylinositol 5-phosphate 4-kinase (PI5P4K). Phosphatidylinositol 5-phosphate 4-kinase type-2 alpha (Homo sapiens), P48426. PI5P4Kalpha enzyme, ADP-Glo luminescence, 60 min; hits give low values. max response, %. hit rate 1.2% among 330,000. AID 652105, 2013; active means max response of -50% or lower; inconclusive means between -30% and -50%; inactive means -30% or higher; further: value at the top dose of about 77 µM; on the % scale 0 is the no-effect control and ±100 the full control effect
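Reactions run in 0.038 M HEPES pH 7.4, 0.28 mM EGTA, 0.1% CHAPS and 5% DMSO, with PI5P4Kalpha, substrate, compound and 5 microM ATP final, one hour at room temperature. Readout is ADP-Glo luminescence.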
D3 ag: qHTS of D3 Dopamine Receptor Agonist: qHTS. D(3) dopamine receptor (Homo sapiens), P35462. D3R DiscoveRx beta-arrestin cells, luminescence, 90 min. max activation, %. hit rate 0.58% among 410,000. AID 652048, 2013; in the data active means max activation above about 30%; further: 0% is about no effect; mostly tested at two doses, the higher about 12 µM
Target sequence (P35462 whole entry, looked up): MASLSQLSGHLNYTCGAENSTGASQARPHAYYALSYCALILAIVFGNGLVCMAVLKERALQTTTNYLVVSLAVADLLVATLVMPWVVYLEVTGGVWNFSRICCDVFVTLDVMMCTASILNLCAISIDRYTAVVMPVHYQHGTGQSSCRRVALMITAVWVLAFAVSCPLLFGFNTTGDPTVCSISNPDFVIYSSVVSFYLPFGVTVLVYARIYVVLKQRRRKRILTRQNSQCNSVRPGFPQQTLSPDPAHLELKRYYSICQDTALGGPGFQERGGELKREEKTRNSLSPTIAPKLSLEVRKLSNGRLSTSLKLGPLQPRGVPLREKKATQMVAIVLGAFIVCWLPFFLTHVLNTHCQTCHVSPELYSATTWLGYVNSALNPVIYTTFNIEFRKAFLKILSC
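Agonist mode: compounds and dopamine controls were applied to plated cells for 90 min at 37 degrees C after an overnight attachment at 1500 cells/well. Luminescent read-out followed 30 - 60 minutes at room temperature with DiscoveRx detection reagent.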
D3 antag: qHTS of D3 Dopamine Receptor Antagonist: qHTS. max response, negative = inhibition, %. D3R cells, DiscoveRx beta-arrestin luminescence, antagonist mode; hits give low values. hit rate 2.5% among 360,000. AID 652054, 2013; in the data active means max response below about -50%; inconclusive means no clear call, values can overlap the other calls; further: on the % scale 0 is the no-effect control and ±100 the full control effect; mostly tested at two doses, the higher about 12 µM
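Cells plated overnight at 1500 cells/well, then exposed to library compounds with dopamine controls for 90 minutes at 37 degrees C. DiscoveRx reagent added for 30–60 minutes at room temperature; luminescence read, quantitative HTS format.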
GLP-1R agonist: qHTS of GLP-1 Receptor Agonists. Glucagon-like peptide 1 receptor (Homo sapiens), P43220. HEK293 GLP-1R CRE-luciferase, luminescence, 4-6 h; cells express a hypersensitive GLP-1R form. Potency, µM (series often up to 45.6 µM), without a hit: at the top dose activation, most hits filed as activators. hit rate 0.007% among 380,000; further: potency means the concentration at half of the fitted maximal effect; % of control where 0% means no effect
HEK293 tox: qHTS of GLP-1 Receptor Inverse Agonists: Cytotox Screen | hit rate 0.13% among 410,000 | HEK293 cAMP-luciferase reporter cells, luminescence, 24 h | Potency, µM (highest dose often 38.3 µM), inactives show top-dose activity change, negative = inhibition, usual class: inhibitors | AID 624418, 2012;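 further: loss of luciferase light is scored as toxicity; potency means the concentration at half of the fitted maximal effect; on the % scale 0 is the no-effect control and ±100 the full control effect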
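Compound-treated cells are incubated 24 hr at 37 deg C under 5% CO2 after a 12 hour attachment period, then luciferase detection reagent is added and luminescence is measured following 12 min at room temperature; lowered signal indicates toxicity.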
WRN inhibitor: qHTS for Inhibitors of WRN Helicase; WRN helicase unwinding, fluorescent forked duplex, kinetic; Potency, µM (titrated, usually from 114 µM), for the others: at the highest dose activity change, negative = inhibition, actives largely listed as inhibitors; hit rate 0.46% among 360,000; AID 651768, 2012; further: potency means the concentration at half of the fitted maximal effect; on the % scale 0 is the no-effect control and ±100 the full control effect; nearly all actives have a fitted effect of over 55% in size
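Screening of the MLSMR collection measured strand separation of a quenched forked DNA duplex (100 nM) by 20 nM WRN with 2 mM ATP, all final. Compounds were preincubated with enzyme 15 min at room temperature.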
GLP-1R inv ag: qHTS of GLP-1 Receptor Inverse Agonists (Inhibition Mode) | Glucagon-like peptide 1 receptor (Homo sapiens), P43220 | HEK293 GLP-1R CRE-luciferase, luminescence, 24 h; GLP-1R form is constitutively active | Potency, µM (top dose mostly 38.3 µM), inactives show top-dose activity change, negative = inhibition, usual class: inhibitors | hit rate 1.6% among 410,000; further: potency means the concentration at half of the fitted maximal effect; on the % scale 0 is the no-effect control and ±100 the full control effect; nearly all actives have a fitted effect of over 55% in size
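Cells are plated, allowed 12 hours at 37 deg C, then treated with compounds for 24 hr before luciferase detection reagent is added and luminescence is read after 12 min at room temperature. The HEK293 line carries constitutively active GLP-1R with a cAMP-responsive reporter.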
IL-2 act: qHTS of IL-2 Activators. IL-2 activation reporter assay, cell-based qHTS; stimulated with anti-CD3/CD4/CD28 beads; in transgenic mouse T cells. activation, % (series mostly up to about 46 µM). hit rate 0.065% among 360,000. AID 652025, 2013; in the data active means activation above about 50%; inconclusive means mostly about 30% to 49%; further: 0% is about no effect
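Unstimulated transgenic mouse T cells, 750 per well, received compound and, after 60 minutes, anti-CD3/anti-CD4 bead plus anti-CD28 stimulation. EGFP and DsRed were quantified after 18 hours.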
The depositor's hits bear a star; i = inactive; ? = inconclusive; nt = not tested or not shown; [ ] = dose if it differs, or a comment. Unless noted, the call rests on the fitted dose curve; in most records, active means well fitted curve in the direction sought with a large enough effect; inconclusive means small, poorly fitted or top-dose-only effect, or another doubt; inactive means no such curve, though single readings can be large; an effect the other way counts as inactive or inconclusive.

Under each structure: PLK1 PBD inh | PI5P4Ka inh | D3 ag | D3 antag | GLP-1R agonist | HEK293 tox | WRN inhibitor | GLP-1R inv ag | IL-2 act
> Cc1cccc(N(C(=O)Cn2nnc(-c3ccc(C)o3)n2)C(C(=O)NC2CCCC2)c2ccncc2)c1 (configuration not stated)
    -4% | 2 | -2 | 13 | -1% | -7% | 3% | 0% | -4.0
> CC(C)(C)S(=O)(=O)c1cnc(-c2ccccn2)nc1N
    -20% | 1 | -11 | -9 | 4% | -8% | -3% | -20% | 0.5
> CC(C)(C)Nc1nc2ccc([N+](=O)[O-])cc2o1
    -11% | -1 | 1 | -15 | 13% | -24% | 13% | ? | -0.2
> CCN(CC)Cc1c(O)ccc2cc(-c3nc4ccccc4n3C)c(=O)oc12
    -3% | 4 | 9 | 10 | 6% | i | 8% | -5% | -4.7
> COc1ccc(-c2noc(CSc3nc(C)cc(=O)[nH]3)n2)cc1OC
    nt | nt | 4 | nt | 0% | 5% | nt | 10% | nt
> Cn1cccc1CC(=O)N/N=C\c1c2ccccc2cc2ccccc12
    -6% | nt | -6 | -24 | 6% | 43%[activator] | -16% | ? | -2.1
> COc1ccccc1N(CCC#N)C(=O)CSc1nnc2ccccn12
    4% | -7 | 4 | 9 | 10% | -27% | -10% | 10% | -0.1
> COc1ccc(N2C(=O)CSC23C(=O)N(CC(=O)Nc2ccccc2F)c2ccccc23)cc1 (configuration not stated)
    nt | nt | -3 | nt | 1% | -23% | nt | -3% | nt
> CCOC(=O)c1c(NC(=O)CCS(=O)(=O)c2ccccc2)sc2c1CCN(C)C2
    3% | 0 | 0 | 1 | 9% | -26% | 0% | -40% | -1.1
> c1ccc(OCc2nn3c(C4CCCCC4)nnc3s2)cc1
    ? | nt | 5 | 32 | 22% | 20% | -11% | 0% | -0.1

Of the compounds above, these contain a tert-butyl group.
Under each structure: PLK1 PBD inh | PI5P4Ka inh | D3 ag | D3 antag | GLP-1R agonist | HEK293 tox | WRN inhibitor | GLP-1R inv ag | IL-2 act
> CC(C)(C)S(=O)(=O)c1cnc(-c2ccccn2)nc1N
    -20% | 1 | -11 | -9 | 4% | -8% | -3% | -20% | 0.5
> CC(C)(C)Nc1nc2ccc([N+](=O)[O-])cc2o1
    -11% | -1 | 1 | -15 | 13% | -24% | 13% | ? | -0.2

More results.
Under each structure: PLK1 PBD inh | PI5P4Ka inh | D3 ag | D3 antag | GLP-1R agonist | HEK293 tox | WRN inhibitor | GLP-1R inv ag | IL-2 act
> CCOC(=O)C(NC(C)=O)(Nc1ccc(S(=O)(=O)Nc2ccncn2)cc1)C(F)(F)F (configuration not stated)
    -4% | 4 | 2 | 9 | -13% | -10% | -4% | 13% | 0.4
> O=C(C1CCCCC1)N1CCCC(c2nc3c(nnn3Cc3ccccc3)c(=O)[nH]2)C1 (configuration not stated)
    -6% | nt | 9 | -108* | 9% | 7% | -14% | ? | -0.8
> CC[C@@]1(c2ccccc2C)C(=O)N(C(=O)OC)N1C(=O)OC
    11µM* | 0 | 8 | 24 | -5% | 1% | 3% | 18% | 0.8
> CNC(=O)CCCc1nc(-c2ccccc2Cl)no1
    24µM* | nt | -1 | 3 | 3% | 6% | -8% | ? | 2.9
> O=C(CNC(=O)c1ccc(Br)o1)Nc1ccccc1
    -9% | -2 | -1 | 4 | 1% | 1% | -2% | 13% | -0.7
> O=C(C1COc2ccccc2O1)N1CCCCC1 (configuration not stated)
    -6% | 0 | -1 | 11 | 1% | 5% | 7% | -5% | 1.8
> COC(=O)c1cccc(N2C(=O)c3ccccc3S2(=O)=O)c1
    0% | 5 | 4 | 13 | 0% | -8% | -16% | 10% | -3.5
> CCCCN(C)CCn1c(=S)[nH]c2cc(OCC)c(OCC)cc2c1=O
    -4% | 1 | -18 | -18 | -2% | -4% | -6% | -6% | -3.8
> Cc1ccccc1NC(=S)c1nc2ccccc2[nH]1
    -1% | -2 | 9 | 7 | -2% | 7% | 2% | -9% | -1.8
> Cc1ccc(C)c(S(=O)(=O)N/N=C/c2ccc(F)cc2)c1
    -18% | 0 | 1 | 9 | -14% | -7% | -4% | -15% | -2.0
> C=CCn1cc(C(=O)NCCCOC)c(=O)c2cc(S(=O)(=O)N3CCC(C)CC3)ccc21
    -4% | 2 | 4 | 17 | 0% | 10% | 1% | 2% | -2.2
> NC(=O)c1ccsc1NC(=O)COC(=O)COc1ccccc1F
    -5% | -26 | 2 | 10 | -13% | -11% | -11%[57.1 µM] | 1% | -1.4
> NC(=S)N=Nc1c(O)[nH]c2c(Cl)cc(Cl)cc12
    -9% | ? | -12 | -20 | 13% | ? | -22% | ? | 0.6
> O=C(OCc1ccco1)c1ccc2c(c1)N(Cc1ccc([N+](=O)[O-])cc1)C(=O)c1ccccc1S2
    nt | nt | -10 | nt | 21% | 4% | nt | 5% | nt
> Cc1ccsc1/C=N/NC(=O)C1CC(=O)N(c2ccc(F)cc2)C1 (configuration not stated)
    -4% | -3 | -5 | 2 | 14% | -27% | -6% | 2% | -0.1
> C=CCN1C(=O)C(O)(CC(=O)c2ccc(-n3cccc3)cc2)c2ccccc21 (configuration not stated)
    -8% | -24 | -2 | 3 | 15% | -24% | -12% | -29% | -2.2
> COC(=O)C(C)Sc1nnc(Cc2cc(=O)[nH]c(=O)[nH]2)n1-c1ccc(OC)cc1 (configuration not stated)
    -9% | 0 | 2 | 1 | -1% | 1% | 0% | 4% | -0.5
> CCn1c(=O)c([N+](=O)[O-])c(N2CCOCC2)c2ccccc21
    -2% | -7 | 0 | 6 | 20% | -17% | -2% | 10% | 0.2
> O=C(C1CCCCC1)N1CCC(c2nc3c(nnn3Cc3ccccc3Cl)c(=O)[nH]2)CC1
    -22% | 5 | 3 | 7 | 8% | -7% | 4% | 11% | -1.3
> Cc1[nH]n(-c2ccccc2)c(=O)c1/C=N/N(c1ccccc1)c1ccccc1
    19µM* | -7 | -20 | 0 | -1% | 3% | -7% | -27% | -4.4
> Cc1c(NC(=O)Nc2ccc3c(c2)OCO3)cccc1[N+](=O)[O-]
    -3% | 0 | -3 | -20 | -1% | 1% | -15% | -6% | -0.2
> CC1CCCN(C(=O)C2CCN(CCCc3ccccc3)CC2)C1 (configuration not stated)
    0% | 8 | 10 | -28 | 0% | -7% | 3% | 3% | 1.3
> N#Cc1cn(N2CCCCC2)c(=O)[nH]c1=O
    -13% | 3 | 3 | -14 | 2% | -6% | 9% | 9% | 0.7
> COC(=O)c1ccc(CNC(=O)Cn2cnc(C(=O)Nc3ccc(C)c(C)c3)n2)cc1
    -9% | 0 | 14 | -7 | 7% | 3% | -9% | 5% | 0.1
> Cc1nc(-n2nnc3cc(C)c(C)cc32)c2c3c(sc2n1)CCCC3
    1% | 0 | 1 | -9 | -3% | 3% | -1% | 8% | 0.4
> COc1ccc(CNC(=O)CCOc2ccc(C(C)(C)C)cc2)cc1
    4% | 15 | 7 | 0 | -3% | -1% | -11% | ? | -0.5
> O=C(COC(=O)/C=C/c1cccs1)Nc1cccc(S(=O)(=O)N2CCOCC2)c1
    -27% | -4 | -13 | -7 | 1% | -11% | -12% | -30% | -1.3
> COc1cc(OC)cc(-c2c(-c3cccs3)c3cc(-c4ccc(OC)cc4F)ccc3n2C)c1
    1% | 7 | -9 | 11 | -2% | 4% | 4% | ? | -0.3
> COc1cccc(CNC(=O)CCNS(=O)(=O)c2cccc3nonc23)c1
    2% | 7 | 0 | 8 | 4% | -8% | 1% | 2% | 0.1
> COc1ccc(-c2nnn(CC(=O)N(CCCO)C(C(=O)NC3CCCC3)c3ccc(F)cc3)n2)cc1 (configuration not stated)
    -11% | -5 | 1 | -2 | 7% | -20% | -1% | -6% | 0.1
> Cc1cccc(C)c1OCc1cc(C(=O)N2CCC(c3ccncc3)CC2)no1
    -7% | -2 | 1 | 13 | 18% | -18% | -7% | 9% | -4.2
> NS(=O)(=O)c1ccc(N/N=C/c2ccccn2)c([N+](=O)[O-])c1
    -2% | -2 | -4 | -16 | 0% | 6% | -4% | 10% | -0.4
> COc1cccc(C2NC(=S)NC3=C2CCc2ccccc23)c1 (configuration not stated)
    -22% | -10 | -10 | -17 | -13% | 4µM* | 11% | ? | -5.0
> COc1cccc2c1OC1(C)CC2N(C(=O)c2ccco2)C(=S)N1c1ccc(F)cc1 (configuration not stated)
    2% | -1 | -2 | ? | -11% | -18% | 2% | ? | 1.2
> Cc1ccc(Sc2ncnc3onc(C)c23)cc1
    19µM* | 3 | 0 | -15 | -37% | -1% | 4% | ? | -0.7
> COc1ccc(-n2nc(N)c3c(=O)oc(N(C)C)nc32)cc1
    -10% | -1 | -7 | 5 | -12% | 1% | -3% | 0% | -2.0
> CN(C(=O)COC(=O)CSc1ccc(C(N)=O)cc1[N+](=O)[O-])C1CCCCC1
    -4% | -12 | 1 | 2 | 18% | -1% | -13% | 5% | -1.4
> COC(C(=O)Nc1ccc(F)cc1F)c1ccccc1 (configuration not stated)
    3% | 1 | 1 | 8 | -6% | 4% | 3% | 1% | 0.6
> CCC(NC(=O)CCc1nnc(-c2cc(C)on2)o1)C12CC3CC(CC(C3)C1)C2 (configuration not stated)
    6% | 9 | 3 | -8 | 4% | 6% | -15% | -16% | -2.6
> COCCCn1c(=N)c(C(=O)NCC2CCCO2)cc2c(=O)n3cccc(C)c3nc21 (configuration not stated)
    -11% | 4 | -1 | -18 | 17% | nt | 7% | 34%[activator] | -0.4
> CCCCC(CC(O)COCC(C)C)C(=O)NN (configuration not stated)
    -2% | 12 | 14 | 9 | 4% | 2% | 3% | 3% | 1.5

High-throughput results deposited in PubChem BioAssay by National Center for Advancing Translational Sciences (NCATS).
